# HePTP inh = blocks human HePTP tyrosine phosphatase; P35236; recombinant HePTP phosphatase activity, OD absorbance; inhibition, % at 20 µM; hit rate 0.64% among 110,000; AID 521; in the data active means inhibition above about 50%;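 further: plate controls were vehicle for no effect and reference inhibitor for full effect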
# Target sequence (P35236 whole entry, looked up): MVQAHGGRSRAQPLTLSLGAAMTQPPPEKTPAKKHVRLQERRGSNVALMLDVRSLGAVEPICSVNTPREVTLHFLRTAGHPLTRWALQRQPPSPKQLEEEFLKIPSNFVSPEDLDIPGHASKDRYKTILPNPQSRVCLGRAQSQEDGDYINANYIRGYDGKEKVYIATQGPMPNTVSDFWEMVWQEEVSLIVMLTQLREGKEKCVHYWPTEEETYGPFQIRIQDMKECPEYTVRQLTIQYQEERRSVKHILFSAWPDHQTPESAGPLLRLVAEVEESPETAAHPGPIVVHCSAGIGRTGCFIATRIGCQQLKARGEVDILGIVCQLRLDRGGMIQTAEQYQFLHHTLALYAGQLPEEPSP
# BAP1 block = human BAP1 deubiquitinase inhibition; AID 436; activity remaining (% of control), % at 20 µM; recombinant BAP1, Ub-AMC hydrolysis fluorescence kinetic; active compounds read low; hit rate 0.48% among 72,000;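 active means activity remaining at or below 50% of control, provided the compound also passes the data quality filters; inactive means the rest, including low values that fail the filters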;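 further: 100% = DMSO wells rate and 0% = substrate alone blank rate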
# Numbers without * were called inactive; / = no result given; & = joins results of further samples.
HePTP inh,BAP1 block,molecule
-1,/,O=C1C2C3C=CC(C4CC34)C2C(=O)N1Cc1ccccc1 (centres undefined)
8,/,COc1ccccc1CN1CCN(S(C)(=O)=O)CC1
-3,103,O=C(c1ccco1)N1CCN(CCCCN2C(=O)c3ccccc3C2=O)CC1
3,/,COc1ccc(CC(=O)n2nc(-c3ccccc3)nc2NCc2ccco2)cc1
2,/,CCOC(=O)c1ccccc1NC(=O)c1cccc([N+](=O)[O-])c1C
26,/,COc1ccc(OC)c(/C=C2\C(=O)N(c3cccc(C(=O)O)c3)N=C2C)c1
-1,127,Cc1ccc(C)c(C(=O)CSc2n[nH]c(C(C)C)n2)c1
7,111,C=CCn1c(SCc2c(C)noc2C)nnc1C1COc2ccccc2O1 (centres undefined)
16,/,CC1=NN(c2ccccc2)C(=O)/C1=C\c1c(O)n(-c2ccc(I)cc2)[nH]c1=O
-8,/,CC(C)OC(=O)c1ccccc1OC(=O)c1sc2ccccc2c1Cl
-4,95,Cc1cnc(NC(=O)COc2ccccc2)s1
4,88,O=C(Nc1ccccc1)OCCNC(=O)c1ccccc1
5,93,Cn1c(NC(=O)c2cccs2)cc(=O)n(C)c1=O
-5,/,O=C(c1cccc(F)c1)N1CCCCCC1
6,/,CCOc1ccc(NC(=O)c2c(NC(=O)COc3ccccc3)sc3c2CCC3)cc1
-7,/,c1ccc(-n2ncc3c2ncn2c(C4CCCCC4)nnc32)cc1
4,/,CCN1CCN(C(c2cc3cc4c(cc3[nH]c2=O)OCO4)c2nnnn2C(C)(C)CC)CC1 (centres undefined)
0,97,CC1(C)CC(=O)C(C=NCCCN2CCOCC2)=C(O)C1
5,/,O=C1Nc2ccccc2C(O)(C(=O)NCc2ccc3c(c2)OCO3)N1c1ccccc1 (centres undefined)
5,60,O=c1c2[nH]c3ccccc3c2ncn1CCC1=CCCCC1

# The list goes on:
HePTP inh,BAP1 block,molecule
-2,107,COC(=O)CSc1nnc(CSc2nc(C)cc(C)n2)n1Cc1ccco1
6,57,CCC(c1nnnn1Cc1ccco1)N(CCc1ccccc1)Cc1cc2ccc(OC)cc2[nH]c1=O (centres undefined)
-4,/,COc1ccc(/C=C2/NC(=O)/C(=C/c3ccc(OC)cc3)C2=O)cc1
12,87,COC(=O)C1=C(C)NC(C)=C(C(=O)OC)C1c1ccc(N(C)C)cc1
6,/,CCCCCCc1nnc(NC(=O)C(C)(C)C)s1
6,/,Cc1cc(Cl)ccc1OCCN1CCOCC1
3,/,CC(C)OC(=O)c1cc2nc(-c3cccs3)cc(C(F)(F)F)n2n1
13,/,c1ccc2cc(CN3CCN(Cc4c[nH]c5ccccc45)CC3)ccc2c1
3,/,O=C(NN1C(=O)C2C(C1=O)C1C=CC2C12CC2)c1ccc(Cl)cc1Cl (centres undefined)
-13,/,COc1ccc(C)cc1NC(=O)Cc1ccccc1[N+](=O)[O-]
0,128,CO/C([O-])=N/c1c[n+](-c2ccc(C)cc2)no1
6,/,O=C1/C(=C/c2cccc(Br)c2)SC(=S)N1Cc1ccco1
-1,116,COc1cccc(OCC(O)CN2CCN(CCO)CC2)c1 (centres undefined)
4,86,CCCC(=O)N1CC(=O)Nc2ccc(C)cc2C1c1ccc(F)cc1 (centres undefined)
6,/,COc1ccc(C(=O)N2c3c(C)cccc3C(Nc3ccccc3C)CC2C)cc1 (centres undefined)
-2&1,62,CCOC(=O)c1c(NC(=O)Cc2cccs2)sc(C)c1C
-9,50*,COC(=O)C1=C(C)NC(=O)NC1c1cc(Cl)ccc1OC (centres undefined)
-2,/,CCCN1C(=O)C2(c3ccccc31)N1CC3(C)CN2CC(C)(C1)C3=O (centres undefined)
-1,/,NC1=NC(=O)/C(=C/c2ccc(OC(=O)c3cccc([N+](=O)[O-])c3)cc2)S1
9,102,O=C(OCC(=O)N1CCCC1)c1ccco1

# Seven entries from above, arranged by the number in BAP1 block, smallest number first:
HePTP inh,BAP1 block,molecule
6,57,CCC(c1nnnn1Cc1ccco1)N(CCc1ccccc1)Cc1cc2ccc(OC)cc2[nH]c1=O (centres undefined)
-2&1,62,CCOC(=O)c1c(NC(=O)Cc2cccs2)sc(C)c1C
12,87,COC(=O)C1=C(C)NC(C)=C(C(=O)OC)C1c1ccc(N(C)C)cc1
9,102,O=C(OCC(=O)N1CCCC1)c1ccco1
-2,107,COC(=O)CSc1nnc(CSc2nc(C)cc(C)n2)n1Cc1ccco1
-1,116,COc1cccc(OCC(O)CN2CCN(CCO)CC2)c1 (centres undefined)
0,128,CO/C([O-])=N/c1c[n+](-c2ccc(C)cc2)no1

# Additional compounds:
HePTP inh,BAP1 block,molecule
0,96,Cc1cc(S(=O)(=O)N(Cc2ccc(F)cc2)CC2CCCO2)ccc1-n1cnnn1 (centres undefined)
7,102,CCCCSC(=O)Nc1ccccc1
9,107,CCC(C)[C@H](NC(=O)NCc1cccs1)C(=O)O (some centres undefined)
4,100,CCn1cc(C(=O)NCc2ccccn2)c(=O)c2cc(S(=O)(=O)N3CCCCC3)ccc21
2,134,CC(=O)N1CCC2(CC1)C(C#N)=C(N)Oc1c2sc2nc(C)cc(C)c12
92*,/,O=C(O)c1cc(-c2cccs2)nc2ccccc12
-4,/,O=C(c1ccco1)N1CCN(S(=O)(=O)N2CCOCC2)CC1
0,84,COC(=O)CNC(=O)COC(=O)C(Cc1ccccc1)NC(=O)c1ccco1 (centres undefined)
-4,/,COc1ccc(CCNC(=O)c2cc3ccccc3oc2=O)cc1
3,/,COC(=O)c1ccc(/C=C2\SC(=S)N(CCCC(=O)Nc3nccs3)C2=O)cc1
8,102,O=C(N1CCN=C1SCc1cccnc1)C12CC3CC(CC(C3)C1)C2
5,94,COc1ccc(Cc2nc(-c3ccc(-n4cccc4)cc3)no2)cc1
5,/,COc1nc(Nc2ccc(Cl)c(Cl)c2)nc(N(C)C)n1
1,90,Cc1cccc(C)c1NC(=O)CSCC(=O)c1ccc(O)c(O)c1
24,98,CS(=O)(=O)N1CCCC(C(=O)NCCCN2CCOCC2)C1 (centres undefined)
7,99,Cc1nc(=O)c(-c2ccccc2)c(C)n1CC1CCCO1 (centres undefined)
5&7,91,COc1cc(C(=O)N2CCN=C2c2ccccc2)cc(OC)c1OC
1,90,Cc1ccc2[nH]c(=O)c(C(c3nnnn3C(C)(C)C)N(Cc3ccco3)CC3CCCO3)cc2c1 (centres undefined)
-5,56,CN(C)c1nc2n(c(=O)n1)C(C#N)CS2 (centres undefined)
3,87,CCOC(=O)Cc1nc2ccccc2[nH]1

# Gathered by group, the compounds so far containing a COOH group
HePTP inh,BAP1 block,molecule
26,/,COc1ccc(OC)c(/C=C2\C(=O)N(c3cccc(C(=O)O)c3)N=C2C)c1
9,107,CCC(C)[C@H](NC(=O)NCc1cccs1)C(=O)O (some centres undefined)
92*,/,O=C(O)c1cc(-c2cccs2)nc2ccccc12

# Continuation.
HePTP inh,BAP1 block,molecule
-7,78,O=C(NC1CCCC1)c1cnn2c(C(F)(F)F)cc(-c3ccc4c(c3)OCO4)nc12
5,/,CN(c1ccc(C(=O)Nc2ccc3ccccc3c2)cc1)S(=O)(=O)c1ccccc1
/,67,CC1=C(C)CS(=Nc2ccccc2)N(S(=O)(=O)c2ccccc2)C1 (centres undefined)
38,/,C=CCN1C(=O)/C(=C\c2cc([N+](=O)[O-])cc([N+](=O)[O-])c2O)C(=O)NC1=S
3,/,COc1ccc(S(=O)(=O)N2CCN(Cc3ccc(Br)cc3)CC2)cc1
9,65,O=C(NCc1ccco1)c1cnc2ccccn2c1=O
3,145,Cn1c(CN2CCCC2)nc2cc(NC(=O)Nc3ccccc3)ccc21
2,/,N/C(=N\OS(=O)(=O)c1ccc([N+](=O)[O-])cc1)c1ccccn1
9,85,Cc1cccc2nc(Cn3c(=O)n(CCC(=O)NCc4ccco4)c(=O)c4sccc43)cc(=O)n12
8,/,CSc1nc2ccc(N3C(=O)C4CCCCC4C3=O)cc2s1 (centres undefined)
-9,/,Cc1ccc2nc(-c3ccc(C)c(NC(=S)NC(=O)c4ccccc4Cl)c3)oc2c1
-8,/,CCCCOc1ccc(/C=C2/C(=O)NN(c3ccc(C(=O)OCC)cc3)C2=O)cc1OC
6,/,COc1ccc(N2C(=O)CC(Sc3nnc(N)s3)C2=O)cc1 (centres undefined)
-11,104,O=C1CC(=O)CC(c2ccccc2Cl)C1
2,101,COC(=O)c1ccc(N2CCN(C)CC2)c(NC(=O)COc2ccc(OC)cc2)c1
3,71,O=C(NCc1ccc2c(c1)OCO2)c1cccc(S(=O)(=O)N2CCOCC2)c1
10,90,COc1ccc(CCNC(=O)c2cc(C(C)C)on2)cc1OC
8,/,CCOC(=O)N1CCN(S(=O)(=O)c2cc(Br)cc3c2N(C(=O)CC)CC3)CC1
-7,53,CN1CCN(CCCNC(=O)c2cc3c(=O)oc4ccccc4c3s2)CC1
/,180,Cc1oc(C(C)(C)C)cc1C(=O)NCCNc1c(Cl)cccc1[N+](=O)[O-]

# Continuation:
HePTP inh,BAP1 block,molecule
1,73,Cn1c(=O)c2cn3c(c2n(C)c1=O)C(c1ccccc1)CC(c1ccccc1)=N3 (centres undefined)
3,66,Cc1cc(=O)oc(C)c1C(=O)NC12CC3CC(CC(C3)C1)C2
8,112,O=C(CCNS(=O)(=O)c1cccc2nsnc12)N1CCc2ccccc21
-1,116,COc1cccc(C2/C(=C(\O)c3ccc4c(c3)OCCO4)C(=O)C(=O)N2CCN(C)C)c1 (centres undefined)
8,98,CC(C)NC(=O)C(C)n1cccc1C(=O)c1ccccc1 (centres undefined)
3,/,COc1ccc(CC(=O)Nc2ccc(C)c(NC(=O)c3ccccc3)c2)cc1OC
/,107,CCCCCCCCCCCCCCCCCCOC[C@H](COP(=O)([O-])OCC[N+](C)(C)C)OC
6,101,Cn1c(=O)c2c(nc(SCC(=O)O)n2Cc2cccc(C(F)(F)F)c2)n(C)c1=O
2,84,Cc1ccccc1-c1nc(CS(=O)(=O)CC(=O)NCCCN2CCCC2)c(C)o1
5,89,O=S(=O)(Nc1cccc2cn[nH]c12)c1ccc(F)cc1
10,123,Cn1cnnc1SCC(=O)N1CCC(Cc2ccccc2)CC1
-2,/,O=C(Nc1ccc(S(=O)(=O)Nc2ncccn2)cc1)c1ccccc1Br
8,100,O=C1CCc2cc(S(=O)(=O)N3CCN(c4cccc(Cl)c4)CC3)ccc2N1
-9,/,COc1ccc(C2C(C(=O)NC(C)C)c3ccccc3C(=O)N2C)cc1OC (centres undefined)
8,/,COC(=O)CN(c1ccc(Cl)cc1)S(C)(=O)=O
-2,/,CC(C)NC(=O)C12CC3(C)CC(C)(CC(C)(C3)C1)C2
-7,/,CC1SC(c2ccccc2)N(CCc2ccccc2)C1=O (centres undefined)
-15,/,C=CCOC(=O)C1=C(C)NC(C)=C(C(=O)OCC=C)C1c1ccc(OC)c(OC)c1
1,100,CCOCCCNC(=O)CN1C(=O)CSc2ccccc21
10,/,O=C(NC(=S)N1CCCCCC1)c1cccnc1

# (further entries)
HePTP inh,BAP1 block,molecule
2,/,COc1ccc(C(=O)CC(Nc2ccc(Br)cc2)c2ccc(F)cc2)cc1 (centres undefined)
-4,/,COc1cc(NC(=O)c2ccc(Cl)c([N+](=O)[O-])c2)ccc1NC(=O)c1ccco1
-1,106,CCCN(CCC)c1nc(C)cc(C(C#N)c2nc3ccccc3o2)n1 (centres undefined)
2,/,COc1ccccc1C1C(C(C)=O)=C(O)C(=O)N1CC1CCCO1 (centres undefined)
-2,74,COc1ccc(N2CCN(CC(=O)Nc3cc4c(cc3C(C)=O)OCO4)CC2)cc1
7,98,CC(C)(C)SCCNC(=O)CN1C(=O)c2ccccc2S1(=O)=O
8,97,CCC1(CC)C(=O)NC(=O)NC1=Nc1cccc(OC)c1
0,/,COc1ccc(C(=O)Nc2ccc(N3CCCCC3)c(Cl)c2)cc1OC
6,/,C=CCC1S/C(=N\N=C\c2ccccc2)NC1=O (centres undefined)
-8,/,COC(=O)CSc1nnc(-c2ccncc2)n1N
4,111,CCOC(=O)N1CCN(C(=O)CSc2nnc(CNC(=O)c3c(F)cccc3Cl)o2)CC1
-11,56,CS(=O)(=O)N(Cc1ccco1)Cc1ccccc1Cl
-1,93,O=C(O)CCCC(=O)OCCCCc1cccs1
12,94,CCCOc1ccc(N2C(=O)CC(N3CCN(c4nc5ccccc5s4)CC3)C2=O)cc1 (centres undefined)
2,/,O=C(Nc1nc2ccccc2n1CCN1CCCCC1)c1ccc(Cl)cc1
/,156,Cc1ccc(C2=Nn3cnnc3SC2)cc1
5,95,CC(C(=O)N1CCCCC1)n1sc2ccccc2c1=O (centres undefined)
-7,96,CN(C)S(=O)(=O)c1ccc(/C(O)=C2/C(=O)C(=O)N(Cc3cccnc3)C2c2ccco2)cc1 (centres undefined)
1,/,Cc1cc(=O)n2nc(-c3ccccc3)sc2c1C#N
3,96,Cc1cc(NC(=O)COc2ncnc3sc(C)c(C)c23)no1

# Following part
HePTP inh,BAP1 block,molecule
-2,107,CCCOP(=O)(c1ccc(N(C)C)cc1)C(O)c1ccccc1OC (centres undefined)
-5,/,CC(C)OC(=O)C1C(=O)CC(C)(O)C(C(=O)OC(C)C)C1c1ccc2c(c1)OCO2 (centres undefined)
-14,/,Cc1occc1-c1nc(Cc2ccc(Cl)cc2)no1
-1,/,CC(NC(=O)COc1ccc(/C=N/NS(=O)(=O)c2ccccc2)cc1)c1ccccc1 (centres undefined)
4,/,COc1ccc(OC(C)C(=O)Nc2ccccc2Cl)cc1 (centres undefined)
9,96,CCC(=O)OC1CSc2nc3ccccc3n2C1 (centres undefined)

# Hits appear at their usual frequency. About 0.83% of those tested had a hit in this group.
